esBAF inh – inhibitors of esBAF chromatin remodeling in mouse ES cells; Bmi1-luciferase knock-in reporter, 24 h; 100% = twice the neutral-well signal; reporter increase, % at 12.5 µM; 350,000 compounds, 2% hits; AID 602393; in the data active = activation above about 40%; inconclusive = no clear call, values can overlap the other calls;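 note: 0% = median of the plate's neutral control wells and 100% = double that signal; a rise in the Bmi1 reporter signal indicates esBAF inhibition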
ERAP1 HTS inh – ERAP1 (human) enzyme inhibition | AID 652197 | inhibition, % at 10.7 µM | 340,000 compounds, 0.15% hits | recombinant ERAP1, Leu-AMC fluorescence, 60 min;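 active = mean replicate inhibition of at least 30%, or all replicates individually reaching that 30% level; inactive = mean below 30% and not every replicate reaching it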;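 note: 0% = neutral control wells and 100% = L-leucinethiol positive control wells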
E-selectin induc – E-selectin induction on HUVECs; 260,000 compounds, 0.37% hits; AID 686992; HUVEC E-selectin immunofluorescence imaging; normalized: neutral wells 0, TNF-alpha wells 100; activation, % at 7.58 µM; P16581;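 active = mean E-selectin-positive cell signal at least 10% of the positive control, reached in at least 60% of replicates, without over 20% cell loss; inconclusive = no rule given, readout overlaps actives, possibly toxicity-flagged; inactive = the rest, including those meeting only one limit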;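 note: in these data hits start at about 27%; measured in HUVEC primary endothelial cells; signal is the percent of cells scored E-selectin positive by PE staining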
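Assay system: HUVEC, human umbilical vein endothelial cells / Amount: 3,000 HUVEC/well / Controls: TNF-alpha positive control, DMSO neutral control / Compound dosing: single concentration / Medium: EGM-2 over gelatin coat / Evaluation: percent E-selectin-positive cells / Signal: immunofluorescence imaging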
ERp5 inh – ERp5 (human) disulfide isomerase inhibition | inhibition, % at 9.99 µM | AID 651711 | Q15084 | ERp5 insulin aggregation, absorbance 650 nm, 90 min | 350,000 compounds, 0.05% hits;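 active = mean replicate inhibition above about 25%, with every replicate also reaching it, limit read from the data, passing the limit was not always enough; inconclusive = only one of those two criteria met; inactive = neither criterion met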
Target sequence (Q15084 whole entry, looked up): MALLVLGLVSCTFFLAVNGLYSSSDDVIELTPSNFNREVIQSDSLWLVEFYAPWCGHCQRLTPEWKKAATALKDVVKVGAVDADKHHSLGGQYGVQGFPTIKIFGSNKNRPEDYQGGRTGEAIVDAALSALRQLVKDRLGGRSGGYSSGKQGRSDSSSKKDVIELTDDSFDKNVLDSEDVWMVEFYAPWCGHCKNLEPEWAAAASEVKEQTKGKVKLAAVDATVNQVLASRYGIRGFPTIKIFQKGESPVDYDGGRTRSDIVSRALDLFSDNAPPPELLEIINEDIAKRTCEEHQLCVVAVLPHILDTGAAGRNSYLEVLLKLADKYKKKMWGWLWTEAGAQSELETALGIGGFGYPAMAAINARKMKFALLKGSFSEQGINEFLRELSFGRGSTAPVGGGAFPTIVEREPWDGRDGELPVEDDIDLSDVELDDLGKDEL
RAD52 anneal inh – inhibitors of human RAD52 DNA annealing | P43351 | recombinant RAD52 DNA annealing, FRET fluorescence | inhibition, % at 18.7 µM | 360,000 compounds, 0.46% hits;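 active = every replicate showing at least 50% inhibition; inconclusive = mean inhibition at least 50% but not in every replicate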
Target sequence (P43351 whole entry, looked up): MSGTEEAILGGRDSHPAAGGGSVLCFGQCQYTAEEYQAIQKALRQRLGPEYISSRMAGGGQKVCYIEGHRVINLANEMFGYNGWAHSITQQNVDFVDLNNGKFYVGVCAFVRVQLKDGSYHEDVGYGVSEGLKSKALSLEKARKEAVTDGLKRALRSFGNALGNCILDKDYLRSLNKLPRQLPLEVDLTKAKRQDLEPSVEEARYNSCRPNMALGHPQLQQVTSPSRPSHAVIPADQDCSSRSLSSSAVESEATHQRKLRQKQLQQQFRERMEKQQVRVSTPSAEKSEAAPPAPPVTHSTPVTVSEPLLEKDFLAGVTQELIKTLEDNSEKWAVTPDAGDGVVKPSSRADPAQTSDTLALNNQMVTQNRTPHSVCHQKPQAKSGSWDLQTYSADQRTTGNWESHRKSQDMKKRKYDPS
RAD54 branch – inhibitors of human RAD54 branch migration; 360,000 compounds, 0.14% hits; inhibition, % at 10.4 µM; RAD54 Holliday junction branch migration, FAM/BHQ fluorescence; Q92698; AID 602329;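 active = mean normalized replicate activity at least 40 and at least half of replicates scoring 40 or more; inconclusive = only one of the two criteria met; inactive = mean below 40 and under half of replicates reaching 40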;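 note: 0% = median of neutral control wells and 100% = median of positive control wells; inhibitors cause a drop in the FAM fluorescence signal; in these data hits start at about 50%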
S100A4 inh HTS – blocks human S100A4 binding to myosin IIA peptide; P26447; S100A4/TAMRA-MyoIIA peptide fluorescence polarization; inhibition, % at 10.7 µM; 360,000 compounds, 0.14% hits;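 active = mean inhibition of at least 70% across replicates, with every replicate also reaching that level; inconclusive = mean inhibition reaches 70% but some replicates fall short; inactive = mean inhibition below 70%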
Target sequence (P26447 whole entry, looked up): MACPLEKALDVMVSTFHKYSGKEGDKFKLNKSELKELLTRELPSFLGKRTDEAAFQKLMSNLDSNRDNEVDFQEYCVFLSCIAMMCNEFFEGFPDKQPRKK
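Test system – S100A4 monomer (human) · Compound – single-point compound testing · Schedule – 5 min incubation before reading · Probe or stimulus – TAMRA-labelled myosin IIA heavy-chain peptide probe, 5 nM · Benchmarks – neutral control DMSO, positive control TFP · Medium – Calcium-containing HEPES buffer, pH 7.2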
Xi reactivation – reactivates the inactive X chromosome in mouse fibroblasts; XiGFP mouse fibroblasts, % GFP-positive cells imaging, 3 d; cells co-treated with 5-aza-dC sensitizer; scaled so ellipticine positive control = 100%; activation, % at 7.58 µM; AID 743238; 360,000 compounds, 0.055% hits;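 active = mean normalized replicate activation at least 10% and every replicate at or above 10%; inconclusive = only one of the two criteria met; inactive = mean below 10% and not all replicates reach 10%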;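 note: 0% = median of on-plate neutral control wells and 100% = ellipticine 6 µM median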
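Assay system: SV40-immortalized XiGFP fibroblast cells, line 68-5-11; buffer or medium: DMEM plus 5-aza-dC sensitizer; compound: one concentration, pinned; timing: compounds 3 days, fix/stain 15 min at room temperature; benchmarks: positive control ellipticine, 6 µM final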
* = called active by the depositor; ? = inconclusive; / = not tested or not shown. Outcome played no part in choosing rows. Share with any hit: about 2.5%.

Second line of a record: esBAF inh | ERAP1 HTS inh | E-selectin induc | ERp5 inh | RAD52 anneal inh | RAD54 branch | S100A4 inh HTS | Xi reactivation
- C[C@@H]1CN([C@@H](C)CO)C(=O)c2cc(NC(=O)Nc3cccc4ccccc34)ccc2O[C@@H](C)CCCCO[C@H]1CN(C)Cc1ccc(C(F)(F)F)cc1
 : 6 | / | 0.3 | / | / | 0 | / | 0.2
- CC(=O)Nc1nc(-c2cccc3ccccc23)cs1
 : 11 | 0 | / | 1 | 3 | -9 | 4 | 0.0
- CC(=O)Nc1ccc(S(=O)(=O)NCC(=O)OCC(=O)N2CCN(c3ccccc3)CC2)cc1
 : / | -2 | / | 7 | -13 | / | -2 | 0.1
- CN(C)S(=O)(=O)c1cccc(C(=O)Nc2ccccc2C(=O)NC2CC2)c1
 : -16 | 0 | -0.2 | -4 | -21 | -2 | 1 | 0.1
- CCOC(=O)C=Cc1ccc(C(=O)OCC)[nH]1
 : 0 | -2 | 1.0 | -5 | -12 | 1 | -13 | 0.1
- C[C@@H]1CN([C@@H](C)CO)C(=O)Cc2cc(NC(=O)c3ccncc3)ccc2O[C@H]1CN(C)CC1CCCCC1
 : -4 | -1 | / | 4 | 18 | 1 | 2 | /
- COc1ccc(CNS(=O)(=O)c2ccc(-c3ccc(=O)[nH]n3)o2)cc1
 : -5 | -2 | / | / | -10 | -2 | -11 | 0.1
- C[C@@H]1CN([C@H](C)CO)C(=O)Cc2cc(NC(=O)Cn3cnnn3)ccc2O[C@@H]1CN(C)CC1CC1
 : 0 | 2 | -0.1 | 4 | -9 | 5 | -6 | 0.3
- Cc1cc(C)cc(C(=O)NCC(=O)NCc2ccc(S(N)(=O)=O)cc2)c1
 : 3 | -5 | 0.2 | 7 | -22 | -16 | 1 | -0.1
- O=S(=O)(NCCc1ccccc1)c1ccc(F)cc1Br
 : 8 | / | 0.0 | 6 | -15 | -2 | -1 | 0.0
- CO[C@@H]1CN(C)C(=O)c2ccc(NC(=O)C3CCCC3)cc2OC[C@H](C)N(CCC(F)(F)F)C[C@H]1C
 : 2 | 4 | 0.9 | -2 | 10 | -4 | 2 | 0.0
- O=C(Nc1ccc(F)cc1)N[C@H]1CC[C@@H](CC(=O)N2CCCCC2)O[C@@H]1CO
 : 0 | 2 | -0.2 | -2 | 15 | -6 | 3 | 0.0
- COc1ccc(S(=O)(=O)NCC2CCC(C(=O)NCC(OC)OC)CC2)cc1 (configuration not stated)
 : / | 3 | / | 3 | -13 | / | 0 | 0.3
- CNC[C@@H]1Oc2ccc(NC(=O)Nc3ccc(F)cc3)cc2C(=O)N([C@@H](C)CO)C[C@H]1C
 : -3 | -1 | 0.0 | 5 | -10 | -1 | -5 | 2.8
- COc1cccc(S(=O)(=O)N2CCCCN3[C@H](C2)[C@@H](c2ccc(C#CC4CC4)cc2)[C@@H]3CO)c1
 : 1 | 0 | 0.0 | -1 | -23 | -7 | -2 | -0.1
- CC(C)(C)c1ccc(OCC(O)CN2CCc3ccccc3C2)cc1 (configuration not stated)
 : -7 | 7 | 0.3 | -2 | -4 | -2 | 3 | 0.0
- O=C(/C=C/c1ccco1)Nc1ccc2c(c1)OCCO2
 : / | 5 | -3.0 | 1 | -10 | / | -5 | -0.1
- Cc1ccc(-c2nc3c(c(=O)c4ccccc4n3C)c(=O)n2-c2ccc(F)cc2)cc1
 : / | / | 0.0 | 0 | -8 | / | 0 | 0.3
- O=C/C=C/c1coc2ccc3ccccc3c2c1=O
 : / | -2 | 0.0 | -2 | -11 | / | 4 | 0.7
- C/C(=N\NC(=O)c1cccc(S(=O)(=O)N2CCCC2)c1)c1ccc(F)cc1
 : 8 | 0 | / | 0 | -3 | 9 | -2 | 0.2
- CSCCC(C(=O)OC1CCOC1=O)N1C(=O)c2ccccc2C1=O (configuration not stated)
 : 2 | / | ? | -3 | -13 | 1 | 4 | 0.0
- O=C(NC(C(=O)N/N=C/c1ccncc1)c1n[nH]c(=O)c2ccccc12)c1ccccc1 (configuration not stated)
 : -1 | -1 | / | -2 | -16 | / | -7 | 0.0
- CCCCn1c(N)c(N(CCOC)C(=O)COC(=O)C(C)(C)Oc2ccc(Cl)cc2)c(=O)[nH]c1=O
 : 7 | -3 | / | 5 | -3 | 0 | 1 | 0.1
- Cc1cc(C)n(-c2nc3ccccc3nc2N2CCN(S(=O)(=O)c3cccc(C#N)c3)CC2)n1
 : 11 | 3 | -0.1 | -7 | -13 | 2 | -13 | 0.1
- Cc1ccc(S(=O)(=O)N(C)C[C@@H]2Oc3ccc(NC(=O)Cn4cnnn4)cc3C(=O)N([C@H](C)CO)C[C@H]2C)cc1
 : 3 | -3 | 0.5 | -3 | -17 | 2 | 21 | 0.0
- Cc1cc(-n2c(C)cc(C(=S)N3CCOCC3)c2C)ccc1Br
 : / | 1 | 4.3 | 5 | -11 | / | 0 | -0.2
- O=C(NCc1ccccc1)c1cc(-c2cccc(O)c2)on1
 : 68* | 7 | 0.2 | 1 | -22 | 11 | -9 | 0.1
- COc1ccccc1C1CCN(C(=O)c2cccc([N+](=O)[O-])c2)CC1
 : 4 | 0 | / | 5 | -1 | / | -6 | 0.3
- CN1CCN(C(=O)C[C@H]2CC[C@H]3[C@@H](COC[C@H](O)CN3C(=O)Cc3ccccc3)O2)CC1
 : -1 | -3 | 0.0 | -2 | -4 | 2 | 7 | 0.4
- CC(C)(C)OC(=O)N[C@@H](COCc1ccccc1)C(=O)N[C@@H](CO)[C@H](O)[C@@H]1C[C@@H]1C(=O)NC1CCCCC1
 : 10 | -1 | 0.0 | -4 | -16 | 5 | 0 | 0.3

Copied from the listing, 3 compounds:
Second line of a record: esBAF inh | ERAP1 HTS inh | E-selectin induc | ERp5 inh | RAD52 anneal inh | RAD54 branch | S100A4 inh HTS | Xi reactivation
- C[C@@H]1CN([C@@H](C)CO)C(=O)c2cc(NC(=O)Nc3cccc4ccccc34)ccc2O[C@@H](C)CCCCO[C@H]1CN(C)Cc1ccc(C(F)(F)F)cc1
 : 6 | / | 0.3 | / | / | 0 | / | 0.2
- CC(=O)Nc1nc(-c2cccc3ccccc23)cs1
 : 11 | 0 | / | 1 | 3 | -9 | 4 | 0.0
- CC(=O)Nc1ccc(S(=O)(=O)NCC(=O)OCC(=O)N2CCN(c3ccccc3)CC2)cc1
 : / | -2 | / | 7 | -13 | / | -2 | 0.1

Other records follow:
Second line of a record: esBAF inh | ERAP1 HTS inh | E-selectin induc | ERp5 inh | RAD52 anneal inh | RAD54 branch | S100A4 inh HTS | Xi reactivation
- COc1ccc(NC(=O)Nc2ccc3c(c2)C(=O)N([C@H](C)CO)C[C@H](C)[C@H](CN(C)C(=O)CCCN(C)C)OCCCC[C@H](C)O3)cc1
 : -3 | -1 | 0.7 | 21 | 27 | 4 | 47 | -0.1
- CCC1Cc2[nH]c(=S)[nH]c(=O)c2C(c2ccc(F)cc2)O1 (configuration not stated)
 : 3 | 1 | -0.1 | 1 | -5 | -5 | -3 | -0.1
- COC(=O)[C@]12CCCCC=C1N(CCc1ccc(OC)c(OC)c1)C(=O)[C@H](CC(=O)N1CCN(C(=O)C3CC3)CC1)C2
 : / | -3 | 0.2 | -4 | -8 | / | 2 | -0.1
- O=C(Cc1ccccn1)N[C@H]1CC[C@@H](CCNC(=O)c2cc(Cl)cc(Cl)c2)O[C@@H]1CO
 : -2 | 0 | 1.2 | -6 | -2 | -2 | -1 | 0.3
- CN1OC[C@@H]2CN(S(=O)(=O)c3ccccc3)[C@H](c3ccccc3Br)C[C@@H]21
 : -6 | 3 | -0.1 | -3 | -1 | -5 | 5 | 0.0
- CCCCCOc1ccc(C(=O)NCCC(=O)NCCCC(=O)OCC)cc1
 : / | -3 | / | -3 | -8 | / | 1 | 0.1
- COc1ccc2c(c1OC)C(=O)N(c1ccc(O)cc1)C2
 : 8 | -1 | / | 1 | -10 | -5 | 9 | 0.0
- CO[C@H]1CN(C)C(=O)c2cc(NC(=O)C3CC3)ccc2OC[C@@H](C)N(C(=O)C2CCCCC2)C[C@@H]1C
 : -2 | 1 | -0.1 | 0 | 7 | -10 | -4 | 0.3
- N#Cc1ccc(C(=O)OCc2cccc(S(=O)(=O)N3CCOCC3)c2)cc1
 : / | -1 | 0.1 | 2 | -16 | / | 0 | 0.1
- CC(C)COC(=O)N1CCCCC1c1cc(C(=O)NCc2ccccc2)no1 (configuration not stated)
 : 3 | 0 | / | -1 | 0 | 1 | -7 | -0.1
- O=C(O)C(=Cc1cc2c(cc1[N+](=O)[O-])OCO2)c1cc2c(cc1Br)OCO2
 : / | 6 | -0.2 | 1 | -13 | / | -3 | 0.1
- COc1ccc(NC(=O)CN(C)C(=O)Cc2ccsc2)cc1
 : -7 | 2 | / | 3 | -27 | 3 | 1 | 1.1
- COc1ccccc1NC(=O)N1C[C@H](O)COC[C@H]2O[C@H](CC(=O)NCCc3ccccc3)CC[C@@H]21
 : -7 | 0 | 0.2 | -11 | 22 | -3 | -11 | 0.0
- O=C(Nc1ccccc1)C1=C[C@@H](c2ccc3c(c2)Cc2ccccc2-3)C[C@@H](OCCCCO)O1
 : / | 3 | / | -2 | 52* | 11 | -11 | /
- NC(=O)Cn1cnc2c(nnn2-c2ccc(F)cc2)c1=O
 : / | 4 | -0.1 | 0 | 3 | / | 3 | 0.1
- C#CCNC(=O)[C@H](Cc1ccc(C(=O)c2ccccc2)cc1)NC(=O)OC(C)(C)C
 : 7 | -1 | -0.3 | -1 | -16 | -1 | -2 | 0.0
- Cc1ccc(C(=O)C2=C(O)C(=O)N(Cc3cccnc3)C2c2ccc(Br)cc2)o1 (configuration not stated)
 : -6 | 3 | -0.7 | 4 | -18 | -12 | -2 | 0.3
- CCC(=O)N1[C@H](CO)[C@H](c2ccccc2)[C@H]1CN(CC1CCC1)S(C)(=O)=O
 : / | 1 | -0.2 | 7 | -27 | / | 1 | -0.1
- O=C(C1CCC1)N1CC2(C1)[C@@H](c1ccccc1)[C@@H](CO)N2CCC(F)(F)F
 : / | 3 | 0.0 | 1 | 18 | / | -3 | 0.2
- O=C(C1CCCC1)N1CC(=O)N2[C@@H](CO)[C@H](c3ccc(C#CCc4ccccc4)cc3)[C@@H]2C1
 : / | 0 | 0.7 | 7 | -36 | / | 8 | 0.0
- Cc1ccc2[nH]c(C(=O)Nc3ccc(F)cc3)cc2c1
 : 62* | 3 | / | 3 | -3 | 3 | -7 | 0.0
- CCS(=O)(=O)N1CC2(C1)[C@H](c1ccccc1)[C@H](CO)N2Cc1ccc(F)cc1
 : / | -3 | 0.1 | -4 | -4 | / | -13 | 0.0
- Cc1cc(C)nc(SCC(=O)N/N=C/c2cccc([N+](=O)[O-])c2)n1
 : / | -1 | / | 7 | -13 | -5 | 4 | -0.1
- COc1cc2c(cc1NC(=O)C(C)Sc1ccc(C)cc1)oc1ccccc12 (configuration not stated)
 : -3 | -1 | / | 1 | -45 | / | -1 | /
- O=C(Cn1ncc2ccccc21)N1CCc2ccccc21
 : -2 | / | / | 4 | -36 | -6 | -3 | 0.0
